XBP1 UPR activ: activators of adaptive arm of unfolded protein response (XBP1); AID 463104; 330,000 compounds, 0.33% hits; activation, % at 20 µM; CHO-XBP1 luciferase reporter, IRE1-XBP1 UPR activation, luminescence; percent of tunicamycin response, DMSO as zero;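 active means versus positive control, 20 µM dose yields 30% or more activation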;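 further: 100% = tunicamycin at 10 µg/mL and 0% = DMSO only wells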
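Material: CHO cell line with stable XBP1 luciferase reporter; schedule: 16-18 h cell attachment at 37 °C, then 6 h compound exposure; signal: glow luminescence from Steady-Glo reagent; medium: serum-containing F12 medium, 10% FBS; benchmarks: tunicamycin 10 µg/mL and vehicle-only wells; read-out: percent activation relative to tunicamycin reference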
TIM10 inh: TIM10 yeast growth inhibition | inhibition, % at 10 µM | 330,000 compounds, 1.4% hits | S. cerevisiae TIM10 strain growth, BacTiter-Glo luminescence, 24 h;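 active means inhibition of 40% or more at the single tested concentration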;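 further: wild-type TIM10 isogenic control strain grown at permissive 25 °C; 0% = DMSO yeast wells and 100% = minimal medium wells without yeast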
tim23-1 inh: inhibits growth of tim23-1 mutant yeast; 330,000 compounds, 1.3% hits; inhibition, % at 20 µM; S. cerevisiae tim23-1 growth, BacTiter-Glo luminescence, 24 h; AID 463212;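 active means growth inhibition of the mutant yeast at or above 50%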;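 further: temperature-sensitive mutant grown at 25 °C; plate controls were DMSO-treated mutant yeast for no effect and medium wells lacking yeast for full effect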
CXCR6 inh: blocks human CXCR6 beta-arrestin recruitment | 360,000 compounds, 0.36% hits | inhibition, % at 20 µM | O00574 | CHO-K1 PathHunter CXCR6 beta-arrestin, luminescence; in the data active means inhibition above about 34%, passing the limit was not always enough;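 further: antagonist mode with CXCL16 agonist at 10 nM final; 0% = 10 nM CXCL16 with DMSO and 100% = unstimulated wells without agonist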
Target sequence (O00574 whole entry, looked up): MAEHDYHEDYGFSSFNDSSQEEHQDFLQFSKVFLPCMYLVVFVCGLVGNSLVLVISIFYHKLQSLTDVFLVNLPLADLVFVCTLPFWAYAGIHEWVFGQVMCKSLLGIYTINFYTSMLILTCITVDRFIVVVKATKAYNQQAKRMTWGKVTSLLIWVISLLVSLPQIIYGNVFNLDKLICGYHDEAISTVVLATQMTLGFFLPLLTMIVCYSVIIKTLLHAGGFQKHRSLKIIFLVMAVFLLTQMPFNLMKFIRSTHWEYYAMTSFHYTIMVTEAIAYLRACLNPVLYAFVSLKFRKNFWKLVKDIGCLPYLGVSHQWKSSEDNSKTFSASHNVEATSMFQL
UPR CHOP act: activators of apoptotic arm of unfolded protein response (CHOP) | CHO-CHOP luciferase reporter, UPR activation, luminescence; percent of tunicamycin response over DMSO baseline | activation, % at 10 µM | 330,000 compounds, 0.34% hits;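 active means at 10 µM dose, activation of 40% or more, normalized to positive control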;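 further: 100% = tunicamycin at 10 µg/mL and 0% = DMSO alone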
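System: CHO-CHOP luciferase reporter cell line | Buffer or medium: F12 medium containing 10% fetal bovine serum | Doses: One dose, 10 µM in 0.5% DMSO | Times: 6 h compound exposure at 37 °C after overnight seeding | Signal: Luciferase luminescence | Read-out: % activation vs tunicamycin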
Mdm2 MdmX PPI: disrupts the human Mdm2-MdmX interaction; inhibition, % at 8 µM; O15151+Q00987; AID 485346; SaOS-2 split-luciferase Mdm2/MdmX complementation, luminescence; 330,000 compounds, 3% hits;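 active means inhibition of at least 50% at 8 µM in the primary screen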
APJ antagonist: APJ receptor antagonism | P35414 | CHO-K1 APJ beta-arrestin complementation, luminescence | inhibition, % at 20 µM | 330,000 compounds, 0.32% hits | AID 2521;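 active means inhibition above about 40% at 20 µM, limit read from the data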;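 further: cells challenged with 10 nM apelin-13 agonist together with compound; plate controls were apelin-13 plus DMSO wells for no effect and DMSO wells lacking apelin-13 for full effect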
Target sequence (P35414 whole entry, looked up): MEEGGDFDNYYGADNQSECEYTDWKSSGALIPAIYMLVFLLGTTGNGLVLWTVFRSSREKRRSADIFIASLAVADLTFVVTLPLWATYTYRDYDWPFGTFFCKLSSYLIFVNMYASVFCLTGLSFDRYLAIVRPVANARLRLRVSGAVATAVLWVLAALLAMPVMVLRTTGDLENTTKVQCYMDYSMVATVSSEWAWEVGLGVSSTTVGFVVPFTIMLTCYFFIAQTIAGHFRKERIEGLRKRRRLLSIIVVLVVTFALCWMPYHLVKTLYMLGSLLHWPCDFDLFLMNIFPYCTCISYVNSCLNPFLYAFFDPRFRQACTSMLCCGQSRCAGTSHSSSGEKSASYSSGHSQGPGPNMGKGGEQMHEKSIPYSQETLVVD
APJ agonist: APJ receptor agonism. AID 2520. CHO-K1 APJ PathHunter beta-arrestin, luminescence; 0% DMSO wells, 100% apelin. 330,000 compounds, 0.11% hits. activation, % at 20 µM. P35414;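 active means activation more than six SD over the plate average, tested at 20 µM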;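 further: 0% = DMSO alone and 100% = apelin-13 at 10 nM; some results filed as inactive read as strong as hits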
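Assay system: CHO-K1 APJ beta-arrestin complementation cell line / Compound: single test compound dose, 20 µM final, 1% DMSO / Times: overnight seeding, 90 min compound at 25 °C, 1 h detection / Technique: beta-gal luminescence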
tim10-1 inh: growth inhibitors of tim10-1 mutant yeast; AID 463190; 330,000 compounds, 2.2% hits; inhibition, % at 20 µM; S. cerevisiae tim10-1 ts strain growth, BacTiter-Glo, 24 h;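 active means inhibition of at least 40%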;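 further: mutant grown at 25 °C; 0% = DMSO wells with yeast and 100% = wells holding no yeast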
Numbers without * were called inactive. A portion of the library; rates above refer to the full screens.

Screening COc1ccc(C(=O)Nc2ccc(S(=O)(=O)NC(C)(C)C)cc2)cc1[N+](=O)[O-] returned XBP1 UPR activ -5, TIM10 inh 14, tim23-1 inh 15, CXCR6 inh 10, UPR CHOP act -1.6, Mdm2 MdmX PPI -8, APJ antagonist 8, APJ agonist -4 and tim10-1 inh 0.
Screening C=CCn1cc(C(=O)N2CCN(C)CC2)c(=O)c2cc(S(=O)(=O)N(CC)CC)ccc21 returned XBP1 UPR activ -1, TIM10 inh -3, tim23-1 inh 2, CXCR6 inh 0, UPR CHOP act 0.3, Mdm2 MdmX PPI 9, APJ antagonist -21, APJ agonist -4 and tim10-1 inh -3.
Screening O=C(CCc1nnc(CCCCc2ccccc2)o1)NCCC1CCCCO1 (configuration not stated) returned XBP1 UPR activ -3, TIM10 inh -2, tim23-1 inh 7, CXCR6 inh 5, UPR CHOP act 0.9, Mdm2 MdmX PPI -5, APJ antagonist -25, APJ agonist -1 and tim10-1 inh 4.
CC(C)CN(Cc1c(O)ccc2ccccc12)CC(C)C was read as XBP1 UPR activ -3, TIM10 inh 6, tim23-1 inh 1, CXCR6 inh -20, UPR CHOP act 1.4, Mdm2 MdmX PPI -2, APJ antagonist -34, APJ agonist 0 and tim10-1 inh 10.
`Cc1ccc(/C=N/NC(=O)Cc2ccc(O)cc2)s1` gave XBP1 UPR activ -1, TIM10 inh 5, tim23-1 inh -9, CXCR6 inh 2, UPR CHOP act 1.8, Mdm2 MdmX PPI 11, APJ antagonist -6, APJ agonist 11 and tim10-1 inh -4.
`COC(=O)[C@]1(C)N[C@H](CN(C)C(=O)Nc2ccc(Cl)cc2)[C@@H]2C(=O)N(C)C(=O)[C@@H]21` gave XBP1 UPR activ 1, TIM10 inh 2, tim23-1 inh -3, CXCR6 inh 0, UPR CHOP act -1.0, Mdm2 MdmX PPI 8, APJ antagonist -8, APJ agonist -3 and tim10-1 inh 1.
Screening CCCSc1nc(SCC(=O)NCc2ccccc2)c2c3c(sc2n1)COC(C)(C)C3 returned XBP1 UPR activ 3, TIM10 inh -3, tim23-1 inh 7, CXCR6 inh 7, UPR CHOP act 1.6, Mdm2 MdmX PPI 34, APJ antagonist 5, APJ agonist -3 and tim10-1 inh 17.
CCNc1nc(NCC)n2c(SCC(=O)Nc3ccc(C(F)(F)F)cc3[N+](=O)[O-])nnc2n1 was read as XBP1 UPR activ -2, TIM10 inh 4, tim23-1 inh 10, CXCR6 inh -3, UPR CHOP act 0.1, Mdm2 MdmX PPI 17, APJ antagonist -25, APJ agonist 5 and tim10-1 inh 14.
`CCCC(=O)N1CCN(c2ccc(NC(=O)c3ccc4c(c3)OCCO4)cc2)CC1` gave XBP1 UPR activ -2, TIM10 inh -6, tim23-1 inh -3, CXCR6 inh 4, UPR CHOP act -2.6, Mdm2 MdmX PPI -16, APJ antagonist -19, APJ agonist 2 and tim10-1 inh 5.
COc1cc(OC)c(C2Oc3nc(SC)nnc3-c3ccccc3N2C(C)=O)cc1OC (configuration not stated) was read as XBP1 UPR activ 1, TIM10 inh 11, tim23-1 inh 10, CXCR6 inh -4, UPR CHOP act -2.3, Mdm2 MdmX PPI 14, APJ antagonist 4, APJ agonist -3 and tim10-1 inh 19.
For O=c1[nH]c(/C=C/c2ccc(OC(F)F)cc2)nc2c1cnn2-c1ccccc1 the results were XBP1 UPR activ 3, TIM10 inh 13, tim23-1 inh -9, CXCR6 inh -8, UPR CHOP act 0.6, Mdm2 MdmX PPI 66*, APJ antagonist 0, APJ agonist 1 and tim10-1 inh 34.
For NC(=O)CCCC1=NS(=O)(=O)c2ccccc2N1 the results were XBP1 UPR activ 0, TIM10 inh 1, tim23-1 inh 7, CXCR6 inh 0, UPR CHOP act -1.5, Mdm2 MdmX PPI -24, APJ antagonist -19, APJ agonist 2 and tim10-1 inh 4.
For Cc1cccc(C)c1NC(=O)CNC(=O)c1ccc(COc2ccccc2)cc1 the results were XBP1 UPR activ -3, TIM10 inh -15, tim23-1 inh -6, CXCR6 inh 1, UPR CHOP act 3.1, Mdm2 MdmX PPI 7, APJ antagonist -3, APJ agonist -5 and tim10-1 inh -6.
For Cc1ccc(S(=O)(=O)N2CCN(C(=O)COC(=O)COc3ccccc3)CC2)cc1 the results were XBP1 UPR activ -2, TIM10 inh -19, tim23-1 inh 6, CXCR6 inh 5, UPR CHOP act 0.3, Mdm2 MdmX PPI -5, APJ antagonist -20, APJ agonist 1 and tim10-1 inh 9.
Screening Cc1cc(=O)oc2c1ccc1oc(/C(=N/O)c3ccccc3)c(C)c12 returned XBP1 UPR activ 2, TIM10 inh 15, tim23-1 inh 5, CXCR6 inh 8, UPR CHOP act -1.4, Mdm2 MdmX PPI 58*, APJ antagonist -9, APJ agonist 0 and tim10-1 inh 9.

3 successive entries already listed, for reference:
Screening C=CCn1cc(C(=O)N2CCN(C)CC2)c(=O)c2cc(S(=O)(=O)N(CC)CC)ccc21 returned XBP1 UPR activ -1, TIM10 inh -3, tim23-1 inh 2, CXCR6 inh 0, UPR CHOP act 0.3, Mdm2 MdmX PPI 9, APJ antagonist -21, APJ agonist -4 and tim10-1 inh -3.
Screening O=C(CCc1nnc(CCCCc2ccccc2)o1)NCCC1CCCCO1 (configuration not stated) returned XBP1 UPR activ -3, TIM10 inh -2, tim23-1 inh 7, CXCR6 inh 5, UPR CHOP act 0.9, Mdm2 MdmX PPI -5, APJ antagonist -25, APJ agonist -1 and tim10-1 inh 4.
CC(C)CN(Cc1c(O)ccc2ccccc12)CC(C)C was read as XBP1 UPR activ -3, TIM10 inh 6, tim23-1 inh 1, CXCR6 inh -20, UPR CHOP act 1.4, Mdm2 MdmX PPI -2, APJ antagonist -34, APJ agonist 0 and tim10-1 inh 10.

(more compounds)
`CC1CCCCN1S(=O)(=O)c1coc(C(N)=O)c1` (configuration not stated) gave XBP1 UPR activ -2, TIM10 inh 6, tim23-1 inh 15, CXCR6 inh -5, UPR CHOP act -1.7, Mdm2 MdmX PPI 0, APJ antagonist 0, APJ agonist -1 and tim10-1 inh 28.
`CCOC(=O)/C(=N\Nc1ccccc1[N+](=O)[O-])c1csc(N)n1` gave XBP1 UPR activ 0, TIM10 inh -8, tim23-1 inh 5, CXCR6 inh 11, UPR CHOP act 0.0, Mdm2 MdmX PPI 27, APJ antagonist 4, APJ agonist -4 and tim10-1 inh -1.
Screening C/C(=N/NC(=O)c1ccc(C)s1)c1cccc(NC(=O)c2ccoc2C)c1 returned XBP1 UPR activ 1, TIM10 inh 2, tim23-1 inh 23, CXCR6 inh -3, UPR CHOP act 1.1, Mdm2 MdmX PPI 1, APJ antagonist 1, APJ agonist 16 and tim10-1 inh 10.
`COCCNC(=O)c1cc(Br)ccc1Cl` gave XBP1 UPR activ -1, TIM10 inh -3, tim23-1 inh 1, CXCR6 inh -5, UPR CHOP act 1.9, Mdm2 MdmX PPI 21, APJ antagonist -1, APJ agonist 0 and tim10-1 inh 2.
Screening COc1ccc(OC)c(NC(=O)CSc2nn3c(=O)c(C)nnc3s2)c1 returned XBP1 UPR activ -7, TIM10 inh 3, tim23-1 inh -5, CXCR6 inh -3, UPR CHOP act 0.3, Mdm2 MdmX PPI 5, APJ antagonist 11, APJ agonist 1 and tim10-1 inh -13.
Screening Cc1csc(CNc2ncnc3ccc(-c4cccc(Cl)c4)cc23)c1 returned XBP1 UPR activ 1, TIM10 inh -7, tim23-1 inh 38, CXCR6 inh -8, UPR CHOP act 1.1, Mdm2 MdmX PPI 19, APJ antagonist -7, APJ agonist -3 and tim10-1 inh 0.
For Cc1cc2c(=O)n(CC(=O)N3CCN(c4ccc(F)cc4)CC3)cnc2s1 the results were XBP1 UPR activ 1, TIM10 inh -12, tim23-1 inh 2, CXCR6 inh 10, UPR CHOP act -0.3, Mdm2 MdmX PPI 20, APJ antagonist -9, APJ agonist 1 and tim10-1 inh -23.
For CCOc1ccc(S(=O)(=O)NCCN2CCOCC2)c2ccccc12 the results were XBP1 UPR activ 2, TIM10 inh 4, tim23-1 inh -3, CXCR6 inh 3, UPR CHOP act -0.2, Mdm2 MdmX PPI 11, APJ antagonist 21, APJ agonist 0 and tim10-1 inh -3.
`COc1cc(C(=O)NCCN2C(=O)S/C(=C\c3cccs3)C2=O)cc(OC)c1OC` gave XBP1 UPR activ 1, TIM10 inh 19, tim23-1 inh 14, CXCR6 inh 3, UPR CHOP act 4.2, Mdm2 MdmX PPI -2, APJ antagonist 28, APJ agonist 2 and tim10-1 inh 19.
`CC(C)C(NS(=O)(=O)c1cccc(C(F)(F)F)c1)C(=O)O` (configuration not stated) gave XBP1 UPR activ 0, TIM10 inh 1, tim23-1 inh -1, CXCR6 inh -2, UPR CHOP act 0.6, Mdm2 MdmX PPI 19, APJ antagonist 0, APJ agonist -1 and tim10-1 inh 17.
`Cc1cc(C2(c3ccc(O)c(C)c3)C(=O)N(C)c3ccc(Br)cc32)ccc1O` gave XBP1 UPR activ 0, TIM10 inh 15, tim23-1 inh 31, CXCR6 inh -11, UPR CHOP act 0.3, Mdm2 MdmX PPI 5, APJ antagonist -6, APJ agonist 0 and tim10-1 inh 15.
Screening Cc1cccc(NC(=O)c2ccc(S(=O)(=O)N(C)C)cc2)c1 returned XBP1 UPR activ 3, TIM10 inh -8, tim23-1 inh -1, CXCR6 inh 2, UPR CHOP act 1.8, Mdm2 MdmX PPI 4, APJ antagonist -61, APJ agonist -1 and tim10-1 inh -8.
Screening CCOCCCNC(=O)c1ccc(Cn2c(=O)[nH]c3ccsc3c2=O)cc1 returned XBP1 UPR activ 3, TIM10 inh -9, tim23-1 inh 10, CXCR6 inh 3, UPR CHOP act 0.4, Mdm2 MdmX PPI 7, APJ antagonist 6, APJ agonist -2 and tim10-1 inh -15.
CC(NC(=O)CCN1C(=O)c2ccccc2C1=O)c1ccc2c(c1)CCCC2 (configuration not stated) was read as XBP1 UPR activ 0, TIM10 inh 22, tim23-1 inh 23, CXCR6 inh -12, UPR CHOP act -0.3, Mdm2 MdmX PPI 13, APJ antagonist 14, APJ agonist -2 and tim10-1 inh 26.
For COc1ccc(OCCCn2c(=O)oc3ccccc32)cc1 the results were XBP1 UPR activ 10, TIM10 inh 2, tim23-1 inh 0, CXCR6 inh 1, UPR CHOP act 1.7, Mdm2 MdmX PPI -34, APJ antagonist 1, APJ agonist -3 and tim10-1 inh 2.
Cc1nn2c3ccccc3n(C)c2nc1=O was read as XBP1 UPR activ -3, TIM10 inh -12, tim23-1 inh 3, CXCR6 inh 0, UPR CHOP act -3.1, Mdm2 MdmX PPI 8, APJ antagonist 10, APJ agonist -3 and tim10-1 inh 10.
Screening CCOC(=O)Cc1nnc(NC(=O)c2ccco2)s1 returned XBP1 UPR activ 1, TIM10 inh 16, tim23-1 inh 20, CXCR6 inh 1, UPR CHOP act 0.6, Mdm2 MdmX PPI 2, APJ antagonist -3, APJ agonist 1 and tim10-1 inh 15.

Screens as filed in PubChem.
